ST2 inh: inhibitors of human ST2 (IL1RL1) binding to IL-33, primary screen, biochemical, AlphaLISA; AlphaLISA ST2-Fc/biotin-IL-33 interaction, 1 h; 78,000 tested, 2.3% active; Interleukin-1 receptor-like 1 (Homo sapiens), Q01638; inhibition, % for hits at 17 µM; in the data active = inhibition above about 30%; inconclusive = mostly about 10% to 28%
Target sequence (Q01638 whole entry, looked up): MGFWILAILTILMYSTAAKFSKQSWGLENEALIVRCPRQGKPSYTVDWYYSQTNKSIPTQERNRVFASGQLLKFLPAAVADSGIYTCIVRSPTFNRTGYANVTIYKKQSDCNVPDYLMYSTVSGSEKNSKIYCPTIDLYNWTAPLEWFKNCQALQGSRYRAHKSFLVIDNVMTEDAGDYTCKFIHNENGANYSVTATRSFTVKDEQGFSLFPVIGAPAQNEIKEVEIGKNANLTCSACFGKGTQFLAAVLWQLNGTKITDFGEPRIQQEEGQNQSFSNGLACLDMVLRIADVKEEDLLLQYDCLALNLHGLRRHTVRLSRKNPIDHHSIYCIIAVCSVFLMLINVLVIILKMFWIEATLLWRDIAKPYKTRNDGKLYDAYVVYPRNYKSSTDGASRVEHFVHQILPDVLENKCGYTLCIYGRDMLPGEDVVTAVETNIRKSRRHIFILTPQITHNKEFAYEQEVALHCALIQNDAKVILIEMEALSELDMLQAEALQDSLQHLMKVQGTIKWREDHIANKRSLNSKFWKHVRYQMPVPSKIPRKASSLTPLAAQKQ
Numbers without * were called inactive. Only part of the results is shown; the hit share may differ from the screen's.

What do the screens show for `CC(C)(C)c1nnc([C@H]2CCN(C(=O)CCC(=O)O)C2)o1`?
ST2 inh: inactive

What do the screens show for `CN(C)S(=O)(=O)NCCc1ccccc1`?
ST2 inh: inconclusive

How did CC(C)c1ccc(CNCCCN(C)C)cc1 do in these assays?
ST2 inh: inactive

Results for COc1cccc(NS(=O)(=O)c2ccc3c(c2)CCN3C(=O)C2CCC2)c1 ?
ST2 inh: inactive

What do the screens show for `Cn1cc(C(=O)NC2CCCCCC2)c2c3ccccc3n(C)c2c1=O`?
ST2 inh: inactive

What do the screens show for `COc1ccc2nc(Nc3ccc(F)cc3)sc2c1`?
ST2 inh: inactive

What do the screens show for `CCCc1ccc(Oc2c(C(F)(F)F)oc3cc(O)ccc3c2=O)cc1`?
ST2 inh: inactive

Results for O=C(Nc1ccccc1[N+](=O)[O-])C1=NN=CC1[N+](=O)[O-] (stereo unspecified) ?
ST2 inh: inactive

How did O=C(NC1CC(=O)N(C2Cc3ccccc3C2)C1)c1n[nH]c2ccccc12 (stereo unspecified) do in these assays?
ST2 inh: inactive

How did Cc1cc(NC(=O)c2cc(C(C)C)on2)no1 do in these assays?
ST2 inh: inconclusive

Results for Cc1ccc2oc([C@H]3CCN(Cc4ncc[nH]4)C3)nc2c1 ?
ST2 inh: inconclusive

Results for COc1ccc(/C=C2\SC(=O)N(c3cccc(C)c3)C2=O)cc1 ?
ST2 inh: inactive

How did COc1cc(C2C(C#N)=C(N)OC3=C2C(=O)CC(C)(C)C3)ccc1OCC(N)=O (stereo unspecified) do in these assays?
ST2 inh: inactive

What do the screens show for `COc1ccc([N+](=O)[O-])cc1NC(C)=O`?
ST2 inh: inconclusive

Results for O=C(CSc1cccc(-c2ccccc2)n1)c1cccs1 ?
ST2 inh: inactive

How did CC(=O)N1CCc2c(nc(-c3ccncc3)nc2NC(C)c2ncc[nH]2)C1 (stereo unspecified) do in these assays?
ST2 inh: inactive

Results for N#Cc1c(NC(=O)c2cc(-c3ccc(F)cc3)on2)sc2c1CCC2 ?
ST2 inh: inactive

What do the screens show for `COc1ccc(S(=O)(=O)NCc2nc3cccnc3n2Cc2ccccc2OC)cc1`?
ST2 inh: inactive

What do the screens show for `CC(Cc1ccsc1)Nc1ncnc2sccc12` (stereo unspecified)?
ST2 inh: inactive

Results for COc1ccc(NC(=O)Nc2cc(C)ccn2)cc1 ?
ST2 inh: inactive

What do the screens show for `Cc1sc(-n2cccc2)c(C(=O)O)c1C`?
ST2 inh: inactive

What do the screens show for `Cc1nc2ccc(Cl)cn2c1CN(C)CC1CC(=O)N(C2CCCC2)C1` (stereo unspecified)?
ST2 inh: inactive

What do the screens show for `CCNS(=O)(=O)c1ccc(OC)c(OC)c1`?
ST2 inh: inactive

Results for Cc1c(CN(C)c2cc(OC(C)C)nc(N)n2)cnn1C ?
ST2 inh: inactive

What do the screens show for `O=C(CCN1CCCO1)NCc1ccc2[nH]c3c(c2c1)CCCCC3`?
ST2 inh: inactive

Results for O=C(Nc1cccc(F)c1)N1C[C@@H]2C[C@H](C1)c1c(-c3ccc4ccccc4c3)ccc(=O)n1C2 ?
ST2 inh: inconclusive

Results for Cc1c(C)n(CC(O)CNC(C)(C)C)c2ccccc12 (stereo unspecified) ?
ST2 inh: inactive

How did Cc1cc2c(cc1O)NC(=O)CC2c1nc(-c2ccc(Cl)cc2)no1 (stereo unspecified) do in these assays?
ST2 inh: inactive

How did Cn1c(C(=O)N2CCN(Cc3ccccc3)CC2)cc2c(=O)n3ccccc3nc21 do in these assays?
ST2 inh: inactive

Results for COc1cccc(OC)c1C(=O)N=c1sc2cc(F)ccc2n1C ?
ST2 inh: inactive

How did CC(c1ccc2c(c1)OCCO2)N(C)C(=O)c1cn(-c2ccccc2)nn1 (stereo unspecified) do in these assays?
ST2 inh: inactive

How did COc1ccccc1C1C2=C(CCCC2=O)Nc2nc(SCc3ccccc3)nn21 (stereo unspecified) do in these assays?
ST2 inh: inconclusive

Results for CCOCCCNC(=O)CN1C(=O)/C(=C/c2ccccc2C)Sc2ccccc21 ?
ST2 inh: inconclusive

Results for Cc1cc(=O)oc2c3c(ccc12)OCN(c1ccc(Cl)cc1)C3 ?
ST2 inh: inactive

How did C=CCN(CC=C)S(=O)(=O)c1ccc(C(=O)Nc2sc3c(c2C#N)CCC3)cc1 do in these assays?
ST2 inh: inactive

How did Cc1ncccc1C(=O)N1CCC(Cc2ccccc2Cl)(C(=O)O)CC1 do in these assays?
ST2 inh: inactive

What do the screens show for `CCc1nc(CN2CCc3onc(-c4cccc5ccccc45)c3C2)c(C)[nH]1`?
ST2 inh: inactive

How did Cc1ccc(S(=O)(=O)Nc2ccnc3ccccc23)cc1 do in these assays?
ST2 inh: inactive

Results for COc1ccc(-c2nc(N3CCOCC3)nc3nn4c(C)cc(C)nc4c23)cc1 ?
ST2 inh: inactive

How did O=C(c1cccn2c(=O)c3sccc3nc12)N1CCc2ccccc2C1 do in these assays?
ST2 inh: inactive

Part of the list above in order of molecular weight, high to low:
Results for O=C(Nc1cccc(F)c1)N1C[C@@H]2C[C@H](C1)c1c(-c3ccc4ccccc4c3)ccc(=O)n1C2 ?
ST2 inh: inconclusive

What do the screens show for `COc1ccc(S(=O)(=O)NCc2nc3cccnc3n2Cc2ccccc2OC)cc1`?
ST2 inh: inactive

How did COc1ccccc1C1C2=C(CCCC2=O)Nc2nc(SCc3ccccc3)nn21 (stereo unspecified) do in these assays?
ST2 inh: inconclusive

Results for CCOCCCNC(=O)CN1C(=O)/C(=C/c2ccccc2C)Sc2ccccc21 ?
ST2 inh: inconclusive

How did Cn1c(C(=O)N2CCN(Cc3ccccc3)CC2)cc2c(=O)n3ccccc3nc21 do in these assays?
ST2 inh: inactive

Results for COc1ccc(-c2nc(N3CCOCC3)nc3nn4c(C)cc(C)nc4c23)cc1 ?
ST2 inh: inactive

What do the screens show for `Cc1nc2ccc(Cl)cn2c1CN(C)CC1CC(=O)N(C2CCCC2)C1` (stereo unspecified)?
ST2 inh: inactive

How did Cc1ncccc1C(=O)N1CCC(Cc2ccccc2Cl)(C(=O)O)CC1 do in these assays?
ST2 inh: inactive

What do the screens show for `CCc1nc(CN2CCc3onc(-c4cccc5ccccc45)c3C2)c(C)[nH]1`?
ST2 inh: inactive

How did CC(c1ccc2c(c1)OCCO2)N(C)C(=O)c1cn(-c2ccccc2)nn1 (stereo unspecified) do in these assays?
ST2 inh: inactive

How did O=C(c1cccn2c(=O)c3sccc3nc12)N1CCc2ccccc2C1 do in these assays?
ST2 inh: inactive

How did Cc1cc2c(cc1O)NC(=O)CC2c1nc(-c2ccc(Cl)cc2)no1 (stereo unspecified) do in these assays?
ST2 inh: inactive

Results for COc1cccc(OC)c1C(=O)N=c1sc2cc(F)ccc2n1C ?
ST2 inh: inactive

Results for Cc1cc(=O)oc2c3c(ccc12)OCN(c1ccc(Cl)cc1)C3 ?
ST2 inh: inactive

How did Cc1ccc(S(=O)(=O)Nc2ccnc3ccccc23)cc1 do in these assays?
ST2 inh: inactive

Results for Cc1c(CN(C)c2cc(OC(C)C)nc(N)n2)cnn1C ?
ST2 inh: inactive

Results for Cc1c(C)n(CC(O)CNC(C)(C)C)c2ccccc12 (stereo unspecified) ?
ST2 inh: inactive

Results for COc1ccc(NC(=O)Nc2cc(C)ccn2)cc1 ?
ST2 inh: inactive

What do the screens show for `CCNS(=O)(=O)c1ccc(OC)c(OC)c1`?
ST2 inh: inactive

What do the screens show for `Cc1sc(-n2cccc2)c(C(=O)O)c1C`?
ST2 inh: inactive

(further entries)
Results for C=CCNC(=O)CSc1n[nH]c(C)c1[N+](=O)[O-] ?
ST2 inh: inactive

What do the screens show for `CCOC(=O)C1(CCOc2ccccc2)CCN(Cc2cccc(C)n2)CC1`?
ST2 inh: 83%*

How did COc1ccc(-n2ncc3c(N4CCN(c5cccc(C)c5)C(C)C4)ncnc32)cc1 (stereo unspecified) do in these assays?
ST2 inh: inconclusive

Results for CCC(NC1CCN(c2ccc(C(=O)NC3CCCC3)cc2)CC1)c1nc2ccc(C)cc2[nH]1 (stereo unspecified) ?
ST2 inh: inactive

How did Cc1c(C(=O)N2CCC(C)CC2)oc2ccc(S(=O)(=O)N3CCCC3)cc12 do in these assays?
ST2 inh: inactive

What do the screens show for `CCN(CCNC(=O)C1CCCN(S(=O)(=O)c2cnc[nH]2)C1)c1ccccc1` (stereo unspecified)?
ST2 inh: inactive

Results for COC(=O)c1cccc(C(=O)Oc2ccc(F)cc2)n1 ?
ST2 inh: inactive

How did Cc1cc(O)cc(C)c1NC(=NS(=O)(=O)c1ccccc1)c1ccccc1 do in these assays?
ST2 inh: inactive

How did CCOc1ccc2nc(NC(=O)CCCc3nc4cccnc4n3Cc3ccc(F)cc3)sc2c1 do in these assays?
ST2 inh: inconclusive

Results for O=C(NC1CC(=O)N(c2ccccc2)C1)c1cc2ccccc2o1 (stereo unspecified) ?
ST2 inh: inactive

How did O=c1/c(=C/c2ccc([N+](=O)[O-])cc2)sc2nnc(-c3ccccc3)n12 do in these assays?
ST2 inh: inactive

How did O=C(O)CC1(CC(=O)N[C@H]2CO[C@H]3[C@@H]2OC[C@@H]3Nc2nccc(-c3ccc(-c4ccccc4)cc3)n2)CCCC1 do in these assays?
ST2 inh: inactive

Results for COc1ccccc1C1CC(c2ccccc2Cl)Nc2ncnn21 (stereo unspecified) ?
ST2 inh: inconclusive

Results for CC1=C(C(=O)Nc2ccccc2)C(c2ccncc2)n2nnnc2N1 (stereo unspecified) ?
ST2 inh: inactive

How did Cc1cccc(-c2cnc(C)nc2C2CCCN(C(=O)c3c(F)cccc3F)C2)c1 (stereo unspecified) do in these assays?
ST2 inh: inconclusive

What do the screens show for `COc1cc2nc(N3CCN(C(=O)C4CCCO4)CC3)nc(N)c2cc1OC` (stereo unspecified)?
ST2 inh: inactive

How did Cc1nn(C)c(C)c1-c1cc(C(=O)N2C[C@H]3C[C@H](O)[C@H](O)C[C@H]3C2)n(C)n1 do in these assays?
ST2 inh: inactive

What do the screens show for `O=[N+]([O-])c1ccccc1N1CCCCC1`?
ST2 inh: inconclusive

Results for Cc1cc(C(F)(F)F)n2ncc(C(=O)N3CC[C@@H]4CC[C@H](C3)N4C)c2n1 ?
ST2 inh: inconclusive

Results for Cc1ccccc1NC(=O)C1CC(Cl)=CCC1C(=O)O (stereo unspecified) ?
ST2 inh: inactive

What do the screens show for `CSc1nc(C(=O)N2CCN3C(=O)CN(C)C(=O)C3C2)cs1` (stereo unspecified)?
ST2 inh: inconclusive

How did Nc1c(Cl)cc(N2C(=O)c3ccc(C(=O)O)cc3C2=O)cc1Br do in these assays?
ST2 inh: inactive

Results for COCCNC(=O)Cn1c(=O)n(CCC(=O)NCc2ccccc2)c(=O)c2sccc21 ?
ST2 inh: inactive

Results for Cc1c(C(=O)N2CCOCC2)oc2ccc(S(=O)(=O)N3CCOCC3)cc12 ?
ST2 inh: inactive

Results for CN(Cc1ccccc1)C(=O)c1c[nH]c2ccc(S(=O)(=O)Nc3ccccc3F)cc2c1=O ?
ST2 inh: inactive

Results for N#CCCN(C1CCCCC1)S(=O)(=O)c1cccc2nsnc12 ?
ST2 inh: inactive

What do the screens show for `Clc1cccc(C=Nc2ccc(N3CCOCC3)cc2)c1Cl`?
ST2 inh: inconclusive

Results for CCN(Cc1nccn1C)c1ccc(-c2nc(C(C)C)no2)cn1 ?
ST2 inh: inconclusive

What do the screens show for `CCC1(O)CCCN(Cc2nc(-c3cc(OC)c4c(c3)OCO4)oc2C)C1` (stereo unspecified)?
ST2 inh: inactive

What do the screens show for `Cc1cc(C(=O)Nc2cnn(Cc3ccc(F)cc3)c2)no1`?
ST2 inh: inconclusive

How did CN1CCCCc2c(n(Cc3ccccc3)c3ccccc23)C1=O do in these assays?
ST2 inh: inactive

What do the screens show for `Cc1c(C(=O)NCCN2CCOCC2)oc2ccc(S(=O)(=O)N3CCCCCC3)cc12`?
ST2 inh: inactive

What do the screens show for `Cc1ncsc1CCC(=O)N(C)Cc1cc(-c2ccccc2)on1`?
ST2 inh: inconclusive

How did O=C(Nc1cccnc1)c1ccc(S(=O)(=O)c2ccc(Cl)cc2)cc1 do in these assays?
ST2 inh: inconclusive

How did Cc1ccc2cc(C3CC(c4ccco4)=NN3S(C)(=O)=O)c(Cl)nc2c1 (stereo unspecified) do in these assays?
ST2 inh: inactive

What do the screens show for `CN1CC2(CCN(C(=O)c3cc4c(s3)CCCCC4)C2)OC1=O` (stereo unspecified)?
ST2 inh: inconclusive

Results for COc1cc(CN2CCOCC2)ccc1O ?
ST2 inh: inactive

What do the screens show for `CCOCCCNC(=O)C1c2c(n(C)c3ccccc23)SCC(=O)N1c1ccc2c(c1)OCO2` (stereo unspecified)?
ST2 inh: inactive

Results for CCOc1cnn(-c2ccccc2)c(=O)c1Cl ?
ST2 inh: inconclusive

Results for O=C(NCCCN1CCN(Cc2ccccc2)CC1)c1cc(-c2ccncc2)nc2ccccc12 ?
ST2 inh: inconclusive

The final 2 compounds of the section above are carried over, then new ones follow.
Results for CCOc1cnn(-c2ccccc2)c(=O)c1Cl ?
ST2 inh: inconclusive

Results for O=C(NCCCN1CCN(Cc2ccccc2)CC1)c1cc(-c2ccncc2)nc2ccccc12 ?
ST2 inh: inconclusive

What do the screens show for `O=C(CN1CCN(Cc2ccc(F)cc2Cl)C1=O)NCc1cccnc1`?
ST2 inh: inactive

What do the screens show for `CN1CC[C@H](c2nc3ccccc3[nH]2)C1`?
ST2 inh: inconclusive

How did COc1ccccc1/C=C1\N=C(c2cccc(I)c2)OC1=O do in these assays?
ST2 inh: inactive

What do the screens show for `C=CCN(CC=C)Cc1c(O)ccc2c(=O)c(-c3ccccc3Cl)coc12`?
ST2 inh: inconclusive

How did O=C(Nc1nnc(-c2ccccc2)s1)c1ccccc1Cl do in these assays?
ST2 inh: inactive

Results for C=CCn1cc(C(=O)N2CCN(C)CC2)c(=O)c2cc(S(=O)(=O)N(CC)CC)ccc21 ?
ST2 inh: inactive

How did O=C1CCC(C(=O)N2CCC(Cn3ccnc3)CC2)CN1CCCN1CCOCC1 (stereo unspecified) do in these assays?
ST2 inh: inactive

How did O=c1[nH]c(Nc2ccc(F)cc2)nnc1Cc1ccc(Cl)cc1 do in these assays?
ST2 inh: inactive

What do the screens show for `Cc1ccc(-n2nc3c(c2NC(=O)c2ccc(F)cc2)CS(=O)C3)cc1` (stereo unspecified)?
ST2 inh: inactive

What do the screens show for `COc1cccc(CN2C(=O)CCC2(C)C(=O)NC2CCCCC2)c1` (stereo unspecified)?
ST2 inh: inactive

Results for O=C(Nc1ccc(Cl)cc1)NC1CC1 ?
ST2 inh: inactive
